# PTAP TSG101 blk – blocks PTAP/TSG101 interaction to inhibit HIV-1 budding; Fluorescence polarization, FITC-PTAP peptide / Tsg101 binding; Potency, µM (highest dose often 115 µM), for inactives: at the highest dose activity change, negative = inhibition, most hits filed as inhibitors; 340,000 tested, under 10 active; AID 493005; active = well fitted inhibition curve with a large enough effect in the main read-out, with a control signal flat, not every such curve was filed as active; inconclusive = small, poorly fitted or top-dose-only effect, or effect the other way, or a change in a side signal; inactive = no such curve, though single readings can be large or run the other way; also: potency is read from the fitted curve at half-maximal effect; % of control where 0% means no effect
#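 FP read-out: FITC-PTAP peptide, 50 nM final, binding Tsg101 binding domain, 10 uM final; 20 min, r.t.; 10 mM HEPES pH 7.5, 0.15 M NaCl, 0.01% Tween 20, 3 mM EDTA, 0.1 mM TCEP.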
# USP2a block – blocks human ubiquitin-specific protease USP2a | 330,000 tested, 0.01% active | USP2 core, Ub-CHOP2 coupled fluorogenic reporter, 485/531 | O75604 | AID 463254 | Potency, µM (titrated, usually from 38.3 µM), inactives show top-dose activity change, negative = inhibition, actives largely listed as inhibitors;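 also: potency is read from the fitted curve at half-maximal effect; plate controls were DMSO wells for no effect and full inhibition by NEM control for full effect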
# Target sequence (O75604 whole entry, looked up): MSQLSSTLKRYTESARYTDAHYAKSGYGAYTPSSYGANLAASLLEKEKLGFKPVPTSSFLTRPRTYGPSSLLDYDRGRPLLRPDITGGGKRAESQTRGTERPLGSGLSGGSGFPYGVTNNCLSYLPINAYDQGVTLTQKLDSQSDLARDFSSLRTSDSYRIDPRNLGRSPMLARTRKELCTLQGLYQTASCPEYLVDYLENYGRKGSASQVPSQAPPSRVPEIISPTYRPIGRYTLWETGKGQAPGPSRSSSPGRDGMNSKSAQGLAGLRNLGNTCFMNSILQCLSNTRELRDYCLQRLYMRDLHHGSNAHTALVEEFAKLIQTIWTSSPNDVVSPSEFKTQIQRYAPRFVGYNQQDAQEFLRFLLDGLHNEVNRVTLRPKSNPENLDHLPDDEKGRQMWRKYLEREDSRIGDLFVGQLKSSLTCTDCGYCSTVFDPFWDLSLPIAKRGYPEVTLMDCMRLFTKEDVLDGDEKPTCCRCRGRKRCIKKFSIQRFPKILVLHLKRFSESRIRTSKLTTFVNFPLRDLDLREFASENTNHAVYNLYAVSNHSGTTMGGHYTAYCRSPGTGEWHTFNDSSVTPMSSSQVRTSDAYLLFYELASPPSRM
#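 Deubiquitinase activity read as fluorescence (485/531 nm) after Ub-CHOP2 cleavage activates the enterokinase reporter on its substrate; USP2 core 10nM, Ub-CHOP2 and substrate 25nM each, 30min compound preincubation then 60min RT; data normalized to NEM, curves fitted.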
# BCR signal inh – inhibitors of chronic active B-cell receptor signaling. ABC-DLBCL IkBa-CBG/CBR reporter, luminescence ratio, 4 h. Potency, µM (highest dose often 46.1 µM), without a hit: at the highest dose ratio change, negative = lower green/red ratio, actives largely listed as inhibitors. 340,000 tested, 0.05% active. AID 493014; active = well fitted inhibition curve with a large enough effect in the signal ratio, with a control signal flat, not every such curve was filed as active; inconclusive = small, poorly fitted or top-dose-only effect, or effect the other way, or a change in a side signal; the % refers to the signal ratio;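 also: potency is read from the fitted curve at half-maximal effect; plate controls were basal doxycycline-induced cells for no effect and cells given 10 µM MG132 for full effect; MG132 reads +100%, hits lower the ratio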
#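 Cell line TMD8 (human ABC DLBCL), stably expressing tet-inducible CBG68-IkBa fusion and CBR; IMDM/0.5% FBS; cpd up to 46 uM; dox induction, 4 h, 37C/5% CO2; dual luminescence; green/red ratio; MG132 control.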
# Mito fusion yeast – inhibitors of mitochondrial division or activators of mitochondrial fusion | S. cerevisiae fusion-defective mutant growth rescue, CellTiterGlo 48 h | Potency, µM (top dose mostly 46.1 µM), for the others: at the highest dose growth rescue (activation), actives largely listed as activators | 320,000 tested, 0.23% active | AID 485298;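 also: potency is read from the fitted curve at half-maximal effect; % of control where 0% means no effect; nearly all actives have a fitted effect of over 45% in size; temperature-sensitive fusion mutants such as fzo1-1 at 37 °C on non-fermentable ethanol glycerol medium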
#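 Temperature-sensitive fusion-defective S. cerevisiae (e.g. fzo1-1, mgm1-5) were grown with compound in YPEG medium (3% ethanol, 3% glycerol) for 48 hours at 37C. Growth rescue was measured as viability by CellTiterGlo luminescence after 10 minutes at ambient.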
# TSHR antag – human thyrotropin receptor antagonism. P16473. TSHR-expressing cells, TSH-stimulated cAMP HTRF, 2 h; active compounds read low. activity change, negative = inhibition, % at 11.5 µM. 330,000 tested, 0.2% active;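 active = activity change below a set negative limit, meaning inhibition stronger than a set level, cut at about -70% in these data; inconclusive = activity change between two set negative limits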; also: % is scaled to controls: 0 for no effect and ±100 for the full control effect
#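 Read-out is FRET at 665 nm (cryptate excitation 337 nm) from a cryptate-tagged anti-cAMP antibody, competed by cell cAMP against cAMP-d2. Compounds are tested on freshly harvested TSHR cells challenged with 4nM TSH (EC80) for 2 hours at 37 deg C.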
# Tb PFK block – inhibitors of T. brucei phosphofructokinase | O15648 | Potency, µM (highest dose often 57.5 µM), for inactives: at the top dose activity, negative = inhibition, most hits filed as inhibitors | T. brucei PFK, ADP-Glo luminescence | 330,000 tested, 0.17% active | AID 485367;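 also: potency is read from the fitted curve at half-maximal effect; 0% = uninhibited 1x PFK enzyme wells and -100% = no-enzyme wells; nearly all actives have a fitted effect of over 60% in size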
# Target sequence (O15648 whole entry, looked up): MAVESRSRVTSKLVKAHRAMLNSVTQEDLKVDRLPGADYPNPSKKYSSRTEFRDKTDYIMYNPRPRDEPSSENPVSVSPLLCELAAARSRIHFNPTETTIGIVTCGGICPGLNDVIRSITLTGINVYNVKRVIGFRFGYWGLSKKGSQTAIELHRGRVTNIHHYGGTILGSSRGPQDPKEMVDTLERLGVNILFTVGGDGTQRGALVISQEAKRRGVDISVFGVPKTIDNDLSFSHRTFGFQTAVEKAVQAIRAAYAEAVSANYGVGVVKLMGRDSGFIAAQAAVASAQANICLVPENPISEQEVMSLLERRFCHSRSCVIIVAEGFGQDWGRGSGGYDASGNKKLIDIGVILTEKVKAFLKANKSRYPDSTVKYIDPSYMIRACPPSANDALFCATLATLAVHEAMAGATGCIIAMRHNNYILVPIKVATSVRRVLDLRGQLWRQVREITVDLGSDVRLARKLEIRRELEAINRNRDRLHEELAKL
#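 PFK 1.25 nM, F6P 0.5 mM, ATP 0.1 mM, 0.1 M TEA pH 8.0, 5 mM MgCl2, 0.01% Tween20, 0.1% BSA; 45 min RT. ADP-Glo readout. qHTS titration up to 57 uM; curves fitted, compounds curve-classed.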
# ELG1 repair inh – inhibitors of ELG1-dependent DNA repair in HEK293T cells | 330,000 tested, 2.3% active | Potency, µM (highest dose often 46.1 µM), for inactives: at the highest dose activity change, negative = inhibition, hits mostly inhibitors | HEK293T ELG1-luciferase reporter, luminescence, 16 h; DNA damage induced by 5-fluorouridine; also: potency is read from the fitted curve at half-maximal effect; % is scaled to controls: 0 for no effect and ±100 for the full control effect; nearly all actives have a fitted effect of over 55% in size
#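 HEK293T cells expressing luciferase-tagged ELG1 (2,000/well) received 5-Fluorouridine plus compound or DMSO for 16 hr at 37 °C. Luciferase was read by ONE-Glo luminescence after 30 min at room temperature.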
# Eya2 phos inh – inhibitors of human Eya2 phosphatase activity. O00167. Potency, µM (series often up to 76.9 µM), for inactives: top-dose activity, negative = inhibition, hits mostly inhibitors. 330,000 tested, 0.006% active. recombinant Eya2, OMFP fluorescence dephosphorylation (OMFP is methylfluorescein phosphate). AID 488837; also: potency is read from the fitted curve at half-maximal effect; % is scaled to controls: 0 for no effect and ±100 for the full control effect
#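 Eya2 (0.2 uM) preincubated 10 min at ambient with compound, then OMFP substrate added at 50 uM; 10 min reaction in 50 mM HEPES pH 7.5, 50 mM NaCl, 5 uM MgCl2, 0.05% BSA, 1 mM DTT. Fluorescence read at Ex 485/Em 525 nm.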
# TCR activator – activators of T cell receptors; primary human leukocytes, anti-CD3, IL-2 HTRF, 48 h; Potency, µM (series often up to 9.22 µM), for the others: at the highest dose activation of IL-2 secretion, most hits filed as activators; 330,000 tested, under 10 active; AID 504894; also: % of control where 0% means no effect
#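 IL-2 produced over 48 hr by a-CD3 bead-stimulated primary human leukocytes exposed to compounds was detected with a homogeneous time-resolved FRET immunoassay, 665nm acceptor signal after 320nm excitation.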
# B2AR arrestin – beta2AR (human) beta-arrestin recruitment activity | 330,000 tested, 0.02% active | AID 492947 | Potency, µM (doses to about 46.1 µM), for the others: at the highest dose activation, most hits filed as activators | beta-arrestin recruitment to beta2AR, cell-based reporter;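 also: potency is read from the fitted curve at half-maximal effect; 0% = DMSO controls and full agonism = EC100 isoproterenol or metaproterenol; nearly all actives have a fitted effect of over 65% in size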
# uPA surface inh – blocks generation of uPA at the cell surface | cell surface uPA generation assay, qHTS | Potency, µM (doses to about 38.3 µM), inactives show top-dose activity change, negative = inhibition, most hits filed as inhibitors | 330,000 tested, 0.31% active | AID 540303; active = well fitted inhibition curve with a large enough effect; inconclusive = small, poorly fitted or top-dose-only effect; inactive = no such curve, though single readings can be large or run the other way; tested in mouse RAW 264.7 cells; also: potency is read from the fitted curve at half-maximal effect; % is scaled to controls: 0 for no effect and ±100 for the full control effect; nearly all actives have a fitted effect of over 55% in size
# * hit, by the source's call; ? = inconclusive; · = not tested or not shown; [ ] = another dose, or the depositor's remark. Unless noted, calls follow the shape of the dose curve; as a rule, active = well fitted curve in the direction sought with a large enough effect; inconclusive = small, poorly fitted or top-dose-only effect, or another doubt; inactive = no such curve, though single readings can be large; an effect the other way counts as inactive or inconclusive. Compounds were not picked by outcome; about 3% have a hit in one of these screens.
SMILES,PTAP TSG101 blk,USP2a block,BCR signal inh,Mito fusion yeast,TSHR antag,Tb PFK block,ELG1 repair inh,Eya2 phos inh,TCR activator,B2AR arrestin,uPA surface inh
COc1ccc(C(=O)NCC23C=CC(O2)C2C(=O)N(Cc4ccccc4)C(=O)C23)cc1 (configuration not stated),-5%,4%,?,-6%,-16,0%,16µM*,-3%[15.4 µM],-6%,-0.2%,0%
CC1=CC(C)(C)N2C(=O)C(=O)c3cc(OC(=O)c4ccco4)cc1c32,-1%,-5%,11µM*,-8%,-2,-2%,0%,-10%,1%,-0.1%,-11%
O=C(CNc1ccc(F)cc1)c1ccccc1,0%,2%,?,-1%,-7,-3%,?,14%,-1%,0.0%,1%
COc1ccc(NC(=O)CCCNC(=O)Cn2cnc3sc4c(c3c2=O)CCCC4)c(OC)c1,-6%,1%,0%,-5%,12,1%,1%,0%,5%,0.4%,-9%
CCCC(=O)Nc1c(-c2ccc(OC)cc2)c(=O)c2ccccc2n1C,-3%,2%,7%,-1%,3,-4%,11%,8%,-6%,0.3%,·
COCCN1CN(S(=O)(=O)c2ccc(Cl)cc2)c2nc3ccccc3nc21,0%,2%,?,-1%,2,0%,2%,-6%,-1%,0.1%,-5%
COc1cccc(NC(=O)C2CC(=O)N(Cc3ccc(C)cc3)C2)c1 (configuration not stated),0%,-2%,?,-4%,10,-12%,?,-2%,3%,0.0%,1%
CC(=O)Nc1ccc(S(=O)(=O)NCC2CCC(C(=O)NCCC3=CCCCC3)CC2)cc1 (configuration not stated),-5%,-2%,17%,-1%,7,2%,13%,-5%,2%,0.2%,-2%
O=C(Cn1cnc2ccccc2c1=O)NCCC(=O)Nc1ccc(F)cc1,-5%,-1%,-13%,3%,7,1%,2%,-5%,4%,-0.1%,-4%
COc1cccc(-c2nn(-c3ccccc3)cc2CN(C)Cc2c(C)nc3ccccn23)c1,-2%,3%,?,-1%,0,0%,?,-5%,8%,0.3%,-15%
CCOc1ccc(S(=O)(=O)N2CCOCC2)cc1NC(=O)CN1C(=O)NC2(CCCC2)C1=O,-4%,-1%,-14%,2%,13,-8%,8%,8%,-5%,0.3%,0%
CS(=O)(=O)c1ccc(C(=O)NNC(=O)c2ccccc2-n2cccc2)cc1,0%,0%,1%,-4%,-11,4%,15%,18%,-13%,-0.5%,14%
COc1ccc(-n2c(Cc3cccn3C)nnc2SCC(=O)N2CCCc3ccccc32)cc1,·,4%,?,-1%,-9,-1%,-9%,11%,·,0.2%,1%
O=C(COC(=O)C1CCCCC1)Nc1cccc(Br)c1,-4%,-6%,4%,-3%,8,-3%,6%,-27%,12%,-0.2%,-4%
COC(=O)C1CCN(C(=O)[C@H](C)NC(=O)C2CC(=O)N(c3ccc(F)cc3)C2)CC1 (some centres not stated),-4%,4%,0%,2%,-3,-4%,?,6%,-3%,0.7%,11%
Cc1ccc(OCC(=O)N(C)Cc2ccccc2)c([N+](=O)[O-])n1,2%,4%,-2%,-1%,8,2%,2%,-22%,0%[46.1 µM],0.2%,-3%
COc1ccc([N+](=O)[O-])cc1NC(=O)CC1SC(=Nc2cccc(C)c2C)N(/N=C(\C)c2ccc(C)cc2)C1=O (configuration not stated),-1%,-1%,1%,1%,-5,0%,-4%,-3%,·,2.9%,-1%
O=C(NCCN1CCN(Cc2ccccc2)CC1)c1ccc(CS(=O)(=O)c2ccc(Br)cc2)o1,1%,0%,0%,-8%,-2,-2%,3%,8%,-6%,-0.2%,-3%
O=C(Cn1cnc2ccccc2c1=O)Nc1ccc(-c2nnc3n2CCCCC3)cc1,-7%,-1%,-1%,-3%,22,-3%,?,-4%,·,-0.1%,·
CCOC(=O)c1nn(-c2cc(C(=O)OC)cc(C(=O)OC)c2)cc1O,19%,5%,3%,2%,-5,-2%,-20%,27%,·,-0.2%,8%
Cc1cc(C(=O)COC(=O)CN=C2NS(=O)(=O)c3ccccc32)c(C)n1CCc1ccc(Cl)cc1,0%,-2%,2%,-4%,-16,5%,-8%,1%,-1%[46.1 µM],0.1%,1%
NC(=O)CSc1nnc(C2CC2)n1Cc1ccccc1,-7%,-1%,0%,-4%,-6,-1%,-3%,6%,-4%,-0.1%,0%
COc1ccc(CNC(=O)C2CCN(S(=O)(=O)c3cccc4cccnc34)CC2)cc1,·,0%,-3%,-2%,2,-10%,0%,-1%,·,-0.1%,·
O=C(CCS(=O)(=O)c1ccccc1)NC1CCCC1,-1%,1%,7%,-2%,-7,-2%,?,-3%,4%,0.3%,-8%
Cc1ccccc1C1CC(c2ccccc2OC(F)F)Nc2ncnn21 (configuration not stated),-2%,-1%,10%,-10%,-3,-1%,-2%,2%,3%,-0.6%,0%
# Additional structures:
SMILES,PTAP TSG101 blk,USP2a block,BCR signal inh,Mito fusion yeast,TSHR antag,Tb PFK block,ELG1 repair inh,Eya2 phos inh,TCR activator,B2AR arrestin,uPA surface inh
Cc1cccc(NC(=O)c2ccco2)c1C,-2%,1%,-4%,0%,11,-2%,6%,1%,-6%,-0.7%,-11%
CCOc1cc(/C=N/NC(=O)CCCC(=O)NC2CCCCC2)ccc1O,0%,0%,1%,-8%,-5,-3%,3%,3%,1%[46.1 µM],0.7%,-7%
COc1ccccc1OCC(=O)NCC1CCCN(Cc2cnn(C)c2C)C1 (configuration not stated),-3%,3%,2%,-1%,-2,-5%,5%,-2%,2%,0.1%,5%
CN(Cc1c(C(=O)N/N=C/c2cccs2)nnn1-c1nonc1N)c1ccccc1,-3%,2%,14%,3%,-7,0%,1%,-9%,0%,0.2%,2%
Cc1c(CCOC(=O)c2cc([N+](=O)[O-])ccc2Cl)sc[n+]1CCCCS(=O)(=O)[O-],-7%,9%,3%,-4%,11,0%,-26%,1%,4%,-0.7%,5%
CC(C)(CNC(=O)CO/N=C1/C=C2CCC3C(C(O)C[C@@]4(C)C3CC[C@]4(O)C(=O)CO)[C@@]2(C)CC1)C(O)C(=O)O (some centres not stated),5%,2%,?,6%,0,-8%,19%,0%,2%,0.2%,-17%
O=C(O)C1C2CCC(C2)C1C(=O)Nc1cccc([N+](=O)[O-])c1 (configuration not stated),2%,4%,-2%,-10%,-2,-11%,-12%,?,-102%,-1.4%,-1%
CCOC(=O)c1c(C)[nH]c(C(=O)N2CCCC(C(=O)c3ccccc3OC)C2)c1C (configuration not stated),-4%,0%,8%,2%,2,5%,8%,1%,-3%,0.2%,-1%
C=CC[C@@H](CC(=O)N(CCO)Cc1ccccc1)C(=O)N[C@@H](COC(=O)[C@H](CC=C)CC(=O)OC(C)(C)C)Cc1c[nH]c2ccccc12,-3%,-8%,?,·,-22,-1%,?,-5%,-3%,0.1%,-11%
CC(=O)c1c(C)[nH]c(C(=O)N(C)C(c2ccccc2)c2ccccc2)c1C,-3%,1%,3%,12%,0,3%,?,-1%,1%,0.3%,-8%
COc1ccc(S(=O)(=O)N2CCOC2CNC(=O)C(=O)NCCc2ccccc2)cc1OC (configuration not stated),1%,0%,0%,0%,2,0%,1%,3%,-1%,-1.0%,4%
N#Cc1c[nH]n2c(=O)c3c(nc12)CCCC3,·,4%,?,1%,-25,0%,15%,5%,·,0.1%,·
CC(C)C(=O)NC(C)C(c1cccs1)N1CCOCC1 (configuration not stated),-2%,1%,7%,-14%,-5,0%,8%,10%,-3%,-0.3%,·
COc1ccc(OC)c(/C=N/NC(=O)CCN2CCN(C(c3ccccc3)c3ccccc3)CC2)c1,-3%,-1%,1%,7%,10,-6%,?,1%,6%[46.1 µM],-0.5%,8%
O=C1OCCC1Sc1nnc(-c2ccccc2Cl)n1Cc1ccccc1 (configuration not stated),2%,0%,4%,4%,-10,-1%,3%,2%,2%[46.1 µM],0.2%,0%
CC(C)CCNC(=O)c1cn(C)c2ccc(S(=O)(=O)N3CCCC3)cc2c1=O,0%,-1%,1%,1%,-3,-3%,1%,2%,1%,-0.8%,-9%
Cc1cc(C)n(C(C)CNS(=O)(=O)c2ccc(C)c(C)c2)n1 (configuration not stated),-6%,0%,-1%,-2%,17,-2%,-2%,-5%,0%,0.2%,1%
c1cncc(-c2nnc3sc(-c4ccco4)nn23)c1,-17%,0%,20%,-2%,-5,-7%,5%,-9%,12%,0.2%,·
